GLS inhibitor – inhibitors of human glutaminase (GLS) | GLS enzymatic activity, qHTS titration | Potency, µM (highest dose often 45.5 µM), for inactives: at the top dose activity change, negative = inhibition, most hits filed as inhibitors | hit rate 0.21% among 410,000 | AID 624170; also: % is scaled to controls: 0 for no effect and ±100 for the full control effect
Target sequence (O94925 whole entry, looked up): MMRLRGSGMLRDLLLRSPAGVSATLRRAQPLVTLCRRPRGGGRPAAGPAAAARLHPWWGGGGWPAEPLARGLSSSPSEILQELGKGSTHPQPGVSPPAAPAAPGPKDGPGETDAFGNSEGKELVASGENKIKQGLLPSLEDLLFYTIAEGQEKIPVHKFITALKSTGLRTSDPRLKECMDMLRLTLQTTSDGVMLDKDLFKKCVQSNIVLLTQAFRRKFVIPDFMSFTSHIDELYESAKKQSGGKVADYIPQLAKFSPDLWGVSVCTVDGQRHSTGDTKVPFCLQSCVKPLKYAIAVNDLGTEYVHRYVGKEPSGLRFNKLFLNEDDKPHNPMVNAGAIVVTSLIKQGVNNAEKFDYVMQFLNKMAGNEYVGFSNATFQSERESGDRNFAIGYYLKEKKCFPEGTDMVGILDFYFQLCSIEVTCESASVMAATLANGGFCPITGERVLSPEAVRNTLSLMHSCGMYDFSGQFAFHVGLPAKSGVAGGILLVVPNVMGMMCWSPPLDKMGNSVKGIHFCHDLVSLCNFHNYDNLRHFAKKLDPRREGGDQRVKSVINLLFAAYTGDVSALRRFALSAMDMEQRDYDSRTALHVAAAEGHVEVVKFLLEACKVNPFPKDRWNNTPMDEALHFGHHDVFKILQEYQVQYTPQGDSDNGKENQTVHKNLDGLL
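Assay buffer: 45 mM KH2PO4 pH 8.2, 0.02% Tween-20. hKGA acts on L-glutamine (1 mM solution added); product glutamate is reported by an oxidase/peroxidase Amplex Red coupling, with fluorescence taken at baseline and 30 min.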
RGS4 inh – blocks human RGS4-accelerated GTP hydrolysis. Transcreener GDP fluorescence polarization, RGS4-accelerated GTP hydrolysis. Potency, µM (series often up to 114 µM), for the others: top-dose activity change, negative = inhibition, usual class: inhibitors. P49798. hit rate 0.039% among 390,000. AID 504845; also: % is scaled to controls: 0 for no effect and ±100 for the full control effect; nearly all actives have a fitted effect of over 75% in size; some results filed as inactive show a strong effect at the top dose
Target sequence (P49798 whole entry, looked up): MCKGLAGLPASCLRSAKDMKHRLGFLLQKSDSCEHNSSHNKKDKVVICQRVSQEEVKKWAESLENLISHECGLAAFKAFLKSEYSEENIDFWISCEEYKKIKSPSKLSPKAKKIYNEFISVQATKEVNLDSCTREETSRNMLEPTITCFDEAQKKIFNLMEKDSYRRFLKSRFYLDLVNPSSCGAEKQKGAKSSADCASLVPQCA
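MLSMR compounds (23 nl, pin-transferred) preincubated 10 min at room temperature with a 500nM (2x) first reagent, then RGS4 at 900nM (2x) plus Transcreener GDP mix added; fluorescence polarization (620/688 nm) read before and after 90 min at 30 °C.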
ALOX12 inh – blocks human arachidonate 12S-lipoxygenase. P18054. purified 12hLO, xylenol orange hydroperoxide absorbance. Potency, µM (highest dose often 108 µM), for inactives: at the highest dose activity change, negative = inhibition, actives largely listed as inhibitors. hit rate 1.1% among 580,000. AID 1671190; also: % is scaled to controls: 0 for no effect and ±100 for the full control effect
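Hydroperoxide product was detected by ferrous iron/xylenol orange as the 573 to 405 nm absorbance ratio. Arachidonic acid at 40 uM (final) was turned over for 30 min at room temperature by 150 nM human 12hLO, pH 7.0 Hepes buffer, after 15 min compound preincubation.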
HP1b binding inh – HP1-beta chromodomain-methylated histone interaction inhibition. P83916. AlphaScreen HP1-beta / biotin-H3K9me3 peptide binding. Potency, µM (highest dose often 114 µM), without a hit: at the highest dose activity change, negative = inhibition, hits mostly inhibitors. hit rate 0.56% among 390,000. AID 540317; also: nearly all actives have a fitted effect of over 70% in size; inactives centre near 23
Target sequence (P83916 whole entry, looked up): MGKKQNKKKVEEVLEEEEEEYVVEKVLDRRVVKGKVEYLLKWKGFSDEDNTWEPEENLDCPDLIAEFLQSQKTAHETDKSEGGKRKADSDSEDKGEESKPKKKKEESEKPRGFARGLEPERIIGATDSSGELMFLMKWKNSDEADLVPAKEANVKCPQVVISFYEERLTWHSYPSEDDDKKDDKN
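HP1-beta protein (50 nM final) preincubated 30 min at room temperature with biotinylated H3(1-18)K9me3 peptide (50 nM) in PBS pH 7.4, 0.01% Tween-20, then compound added for 30 min. AlphaScreen streptavidin donor/nickel chelate acceptor beads (10 ug/mL final), 30 min dark, luminescence read.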
TrxR1 inh – blocks rat thioredoxin reductase 1; Potency, µM (titrated, usually from 114 µM), without a hit: at the top dose activity change, negative = inhibition, most hits filed as inhibitors; hit rate 1% among 390,000; O89049; recombinant rTrxR1, NADPH fluorescence consumption, selenite substrate; also: % is scaled to controls: 0 for no effect and ±100 for the full control effect; nearly all actives have a fitted effect of over 65% in size
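Rat TrxR1 (90 nM in the dispensed reagent) was pre-reduced with 400 uM NADPH for 5 min at room temperature, then incubated with compound for 15 min. After 400 uM selenite was added, NADPH fluorescence (Ex 340/Em 450 nm) was followed for 8 min.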
Pin1 inh – inhibitors of human Pin1. Pin1 FP peptide displacement, HiFluor488, 10 min. Potency, µM (doses to about 115 µM), without a hit: at the highest dose activity, negative = inhibition, hits mostly inhibitors. hit rate 0.009% among 390,000. AID 504891; active = well fitted inhibition curve with a large enough effect in the polarisation, with a control signal flat, not every such curve was filed as active; inconclusive = small, poorly fitted or top-dose-only effect, or effect the other way, or a change in a side signal; inactive = no such curve, though single readings can be large or run the other way; the % refers to the polarisation; also: % is scaled to controls: 0 for no effect and ±100 for the full control effect
Tb PGK inh – blocks T. brucei phosphoglycerate kinase | P07378 | PGK/GAPDH coupled, Kinase-Glo luminescence, 60 min | Potency, µM (titrated, usually from 57.5 µM), for inactives: at the highest dose activity change, negative = inhibition, hits mostly inhibitors | hit rate 0.043% among 380,000; also: % is scaled to controls: 0 for no effect and ±100 for the full control effect; nearly all actives have a fitted effect of over 60% in size
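Recombinant glycosomal PGK reaction used 1,3-bisphosphoglycerate generated in-well by GAPDH (100nM final) in 100mM TEA pH 7.6, 5mM MgCl2, 0.01% Tween-20. After 60 minutes at room temperature, ATP was read by Kinase-Glo Plus luminescence end-point.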
JMJD2A Tudor – blocks the human JMJD2A Tudor domain | O75164 | AlphaScreen JMJD2A-Tudor / H3K4me3 peptide binding | Potency, µM (top dose mostly 114 µM), inactives show top-dose activity change, negative = inhibition, most hits filed as inhibitors | hit rate 4.4% among 390,000 | AID 504339; also: % is scaled to controls: 0 for no effect and ±100 for the full control effect; nearly all actives have a fitted effect of over 50% in size
ERG Ets-DNA blk – blocks human ERG Ets domain binding to DNA. P11308. fluorescence polarization, His-ERG Ets domain / labelled DNA. Potency, µM (titrated, usually from 76.9 µM), for the others: at the highest dose FP activity, negative = inhibition, most hits filed as inhibitors. hit rate 0.028% among 370,000; active = well fitted inhibition curve with a large enough effect in the polarisation, with a control signal flat; inconclusive = small, poorly fitted or top-dose-only effect, or effect the other way, or a change in a side signal; inactive = no such curve, though single readings can be large or run the other way; the % refers to the polarisation;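 also: polarization taken with two DNA probes labelled with fluorescein and Texas red; % of control where 0% means no effect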
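His-tagged ERG Ets domain (1 uM in the protein solution; 300mM KCl, 50mM Tris-HCl, 1mM EDTA, 1mM DTT, pH 7.5) received compound, then a probe mix of 5 nM fluorescein-DNA and 100nM Texas-615-DNA. Fluorescence polarization was read for both dyes.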
Numbers without * were called inactive; i = inactive; u = inconclusive; x = not tested or not shown; & = joins results of further samples; [ ] = dose if it differs, or a comment. Unless noted, calls follow the shape of the dose curve; as a rule, active = well fitted curve in the direction sought with a large enough effect; inconclusive = small, poorly fitted or top-dose-only effect, or another doubt; inactive = no such curve, though single readings can be large; an effect the other way counts as inactive or inconclusive. Potency is read from the fitted curve at half-maximal effect.

compound	ALOX12 inh	JMJD2A Tudor	Tb PGK inh	GLS inhibitor	TrxR1 inh	HP1b binding inh	RGS4 inh	ERG Ets-DNA blk	Pin1 inh
COc1ccc(N2CC(O)=C(c3nc(-c4ccc(F)cc4)cs3)C2=N)cc1Cl	i	40µM*	i	-5%	22%[57.1 µM]	-6%	-34%	4%	7%
COc1cccc(OCc2nc3c4cnn(-c5ccccc5)c4ncn3n2)c1	-2%	-5%	-3%	3%	-8%	24%	24%	0%	4%
CCCCOc1ccc(N2C(=O)CC(NCc3ccncc3)C2=O)cc1 (configuration not stated)	1%	-13%	i	1%	19%[57.1 µM]	27%	-14%	-11%	-1%
O=C1CCCCN1CCCC(=O)N1CCCC(Nc2ccccc2)C1 (configuration not stated)	7%	-10%	-1%	17%	5%	32%	-21%	12%	0%
CN(C)CCCN(C(=O)c1ccc(S(=O)(=O)N2CCc3ccccc32)cc1)c1nc2ccc(Cl)cc2s1	-1%	u	0%	8%	14%	u	3%	4%	-3%
COc1ccc(NC(=O)c2nc(SCc3ccccc3F)ncc2Cl)cc1	-23%	-18%	-10%	-25%	17%&-4%	32%	21%	1%	2%
Cc1cc(C)c(C#N)c(SCC(=O)c2cccs2)n1	0%	-2%	i	0%	0%	134%[activator]	-2%	-4%	38%[activator]
COc1ccc(-n2cnnc2SCc2ncc(-c3ccccc3)o2)cc1	u	-8%[57.1 µM]	-2%	2%	-25%	49%[activator]	-17%[56.9 µM]	3%	-4%
CCOc1ccc(-c2nc(Cn3c(=O)cc(C)c4c(C)nn(-c5ccccc5)c43)c(C)o2)cc1	-13%	-20%	7%	1%	11%[57.1 µM]	31%	4%	-1%	-5%
COc1ccc(-c2nc(Cn3c(SCc4ccccc4F)nc4ccncc43)c(C)o2)cc1OC	-8%	-29%	-5%	-10%	-1%	17%	-37%	2%	48%[activator]
Cc1ccc(CNC(=O)C(NS(=O)(=O)c2ccc3nc(C)sc3c2)C(C)C)cc1 (configuration not stated)	12%	-12%	i	-2%	17%	43%[activator]	6%	5%	-6%
CCCCc1ccc(NC(=O)Cn2nnc3sc4c(c3c2=O)CCC(C)C4)cc1 (configuration not stated)	-27%	-18%	-3%	14%	4%	24%	13%	2%	u
COc1ccccc1/C=N/OCc1ccc(C#N)cc1	0%	230%[activator]	10%	10%	25%	181%[activator]	31%[56.9 µM]	6%	u
CC(C)C1=C2OC(N)=C(C#N)C(C#N)=C2C(C)CC1 (configuration not stated)	-7%	-3%	12%	0%	-13%[57.1 µM]	34%	-32%	-13%	u
CCOc1cc(-c2nc(-c3ccc(-c4ccc(OC)cc4)nc3OC)no2)cc(OCC)c1OCC	2%	8%	i	-2%	14%	35%	-14%	-2%	10%
O=S1(=O)C=C(SCc2cccc(Cl)c2)Nc2ccccc21	-22%	-13%	-2%	13%	-3%	26%	11%	-5%	2%
CCOC(=O)c1cc(C(=O)OCC)cc(-n2c(C)cc(C(=O)CN3CCOCC3)c2C)c1	i	-35%	-2%	-3%	-30%[57.1 µM]	-9%	4%	-5%	9%
CCNc1ccc(C(=O)OCC(=O)NCCN2C(=O)CSC2=O)cc1[N+](=O)[O-]	-19%	-15%	-1%	6%	1%	11%	20%	9%	0%
COC(=O)N/N=C(\C)c1ccc(C)c([N+](=O)[O-])c1	7%	-13%	5%	9%	-7%	14%	-10%	-5%	3%
COc1ccc(CCNC(=O)CSc2cc(=O)[nH]c(N)n2)cc1OC	6%	-13%	-1%	0%	16%[57.1 µM]	-4%	-13%	8%	-10%
CCOc1ccc(CCNC(=O)C2CCCN(c3ncnc4c3nc3n4CCCCC3)C2)cc1 (configuration not stated)	3%	-9%	-7%	-1%	13%	39%	-20%	9%	-1%
NC(=O)c1ccccc1NS(=O)(=O)c1ccc(S(=O)(=O)N2CCCC2)cc1	48%[activator]	1%	-10%	2%	u	39%	-20%	-7%	-1%
COc1ccc(NC(=S)NC(=O)CC(C)C)c(OC)c1	u	-12%	-10%	2%	-55%	12%	-25%	-9%	1%
CCCCOc1ccc(CNC(=O)Cn2ncn3c(cc4cc(F)ccc43)c2=O)cc1	-23%	1%	7%	-10%	15%	28%	17%	u	6%
CCOC(=O)COc1cccc2c(=O)n(CC(=O)NCCc3ccccc3)ccc12	9%	-1%	i	-2%	14%[57.1 µM]	23%	6%	-9%	11%
CCN(c1ccccc1)S(=O)(=O)c1ccc(Cl)c(NC(=O)COC(=O)C2CC2C)c1 (configuration not stated)	-24%	2%	-9%	4%	11%	5%	5%	5%	-2%
CC(=O)N1CCOc2cc(S(=O)(=O)N3CCN(c4ccccc4)CC3)c(Cl)cc21	9%	-33%	-7%	2%	5%[57.1 µM]	17%	3%	0%	4%
CC(NC(=O)CCC(=O)NC(C)C1COc2ccccc2O1)C1COc2ccccc2O1 (configuration not stated)	x	-16%	-2%	-3%	17%[57.1 µM]	27%	-10%	-16%	-1%
O=C(c1ccc(CSc2nc3ccncc3n2Cc2ccccc2)cc1)N1CCCCCC1	2%	-11%	9%	-1%	-8%	40%	-8%	0%	-2%
COc1ccc(CNC(=O)Cn2ncc3c(=O)oc4ccc(C)cc4c32)c(OC)c1	-4%	-7%	i	1%	11%	23%	22%	4%	-3%
COc1cc2c(C(=O)N3CCN(c4ccc(F)cc4)CC3)cn(CC(C)C)c(=O)c2cc1OC	-7%	-22%	-7%	17%	23%	11%	7%	4%	8%
O=C(COc1ccc(F)cc1)Nc1nnc(C2CCCCC2)s1	22%	-2%	-3%	-20%	21%[57.1 µM]	25%	-6%	-13%	-1%
O=C(Cn1c(=O)oc2cc(S(=O)(=O)N3CCCC3)ccc21)Nc1ccc(F)cc1F	u	-16%	x	-10%	31%	16%	6%	1%	-3%
CC(=O)Nc1c(C(=O)N2CCCCCC2)cnn1-c1ccccc1Cl	0%	0%	i	0%	16%	36%	-4%	-9%	-2%
CN(C)c1cc[n+](Cc2c(Cl)cccc2Cl)cc1	0%	-5%	-2%	5%	-10%	12%	15%	-6%	0%
COc1cc(C2/C(=C(\O)c3ccc4c(c3)OCCO4)C(=O)C(=O)N2CCN2CCOCC2)cc(OC)c1OC (configuration not stated)	u	u	-6%	0%	-17%	12%	15%	-10%	0%
COC(=O)CNC(=O)Cn1nc(C)c([N+](=O)[O-])c1C	10%	-14%	-4%	5%	6%[57.1 µM]	19%	20%	-6%	-2%
O=C(Nn1c(-c2ccc(F)cc2)nc2ccccc2c1=O)C1CCCCC1	1%	-9%	x	0%	16%[57.1 µM]	20%	15%	x	4%
Cc1cc(C)cc(OCC(=O)NC(Cc2c[nH]c3ccccc23)C(=O)O)c1 (configuration not stated)	-1%	-17%	x	24%	10%	16%	-2%	1%	-10%
Cc1ccc2nc(-c3ccccc3O)c(Nc3ccc4c(c3)OCCO4)n2c1	-9%	-21%	-4%	-1%	-11%	35%	-23%	-8%	1%
CCSc1nsc(NC(=O)Nc2cccc(C(C)=O)c2)n1	109%[activator]	-6%	7%	7%	11%	38%	10%	11%	-6%
COc1ccc(/C=N/Nc2ncc(C(F)(F)F)cc2Cl)c(OC)c1OC	-11%	-7%	-7%	14%	-2%	23%	-15%	6%	16%
CC(C)CC(=O)NNC(=O)c1ccc(Cl)cc1	x	-4%	5%	7%	-3%	22%	10%	-9%	-5%
CCCCC(O)(CCCC)C(=O)NN(C(=O)CCl)c1ccccc1	-21%	-8%	2%	5%	10µM*	28%	21%	2%	0%
O=C(CN1CCN(c2ncc(C(F)(F)F)cc2Cl)CC1)N1CCN(c2ncc(C(F)(F)F)cc2Cl)CC1	-26%	-14%	-10%	1%	6%	18%	26%	-3%	55%[activator]
O=C(C1CCCO1)N1N=C(c2ccc(Br)cc2)CC1c1ccco1 (configuration not stated)	u	-27%	10%	5%	-27%	-3%	-36%	-6%	5%
Cc1cc(NC(=O)CCC(=O)NNC(=O)c2ccc(C(C)(C)C)cc2)no1	21%	-11%	-10%	8%	0%	23%	12%	5%	1%
Cc1cc(C)nc(SCCC(=O)Nc2ccc(F)cc2)n1	4%	-7%	-7%	2%	4%[57.1 µM]	7%	13%	-3%	-2%
O=C(CNc1ccccc1)N/N=C/c1cn(-c2ccccc2)nc1-c1ccccc1	0%	-20%	7%	3%	7%	10%	-12%	x	2%
C#CCOCCOCCOCCNc1nc(N2CCN(C(=O)CCCCCCCCCCNC(=O)[C@H](CO)n3cc(CCCSC)nn3)CC2)nc(N2CCN(C(=O)CCCCCCCCCCNC(=O)[C@H](CO)n3cc(CCCSC)nn3)CC2)n1	u	-17%	-6%	0%	-10%	55%[activator]	-28%	2%	4%

An excerpt from above, limited to HP1b binding inh and Pin1 inh.
compound,HP1b binding inh,Pin1 inh
O=C(C1CCCO1)N1N=C(c2ccc(Br)cc2)CC1c1ccco1 (configuration not stated),-3%,5%
Cc1cc(NC(=O)CCC(=O)NNC(=O)c2ccc(C(C)(C)C)cc2)no1,23%,1%

Compound activity (PubChem BioAssay)

Some of the compounds tested. The share of hits here may be higher or lower than overall.
